Screens (PubChem)
HKDC1 inh: blocks human hexokinase HKDC1 activity. Q2TB90. recombinant HKDC1, G6PDH/diaphorase resazurin coupled fluorescence. inhibition, % at 20 µM. 0.16% of 340,000 active. AID 493160;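 active = inhibition above about 35% when tested at 20 µM, limit read from the data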;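 note: plate controls were DMSO wells with enzyme for no effect and DMSO wells lacking enzyme for full effect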
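Test system: HK5 enzyme. Quantity: 5 µg/mL HK5 final. Reagent: glucose and ATP substrates. Schedule: 90 min reaction incubation at room temperature, dark. Technique: resazurin-to-resorufin fluorescence via G6PDH and diaphorase coupling, 525/613 nm. Control set: DMSO wells with and without enzyme mix.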
SENP6 inh: blocks the human protease SENP6; Recombinant SENP6 catalytic domain, aminoluciferin luminescence; inhibition, % at 10 µM; 1.8% of 330,000 active; AID 2599;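 active = inhibition above about 50% at the single tested dose, limit read from the data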;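 note: plate controls were DMSO wells with enzyme for no effect and DMSO wells lacking enzyme for full effect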
SENP8 block: SENP8 (human) protease inhibition. 0.64% of 360,000 active. recombinant SENP8, Nedd8 substrate fluorescence. inhibition, % at 20 µM. Q96LD8. AID 602440; in the data active = inhibition mostly above about 40%, no sharp cut-off; inactive = mostly below about 27%
Target sequence (Q96LD8 whole entry, looked up): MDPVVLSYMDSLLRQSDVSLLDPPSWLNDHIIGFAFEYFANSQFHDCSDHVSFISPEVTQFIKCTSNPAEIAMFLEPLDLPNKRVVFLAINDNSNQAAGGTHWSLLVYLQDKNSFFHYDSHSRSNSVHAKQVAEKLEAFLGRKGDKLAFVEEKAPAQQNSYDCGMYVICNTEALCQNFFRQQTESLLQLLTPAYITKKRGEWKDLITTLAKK
GRIN3A LBD mod: modulators (binders) of human NR3A ligand-binding domain; NR3A LBD differential scanning fluorimetry, Tm shift; 0% = protein alone, 100% = glycine-bound protein; 2.5% of 340,000 active; Tm shift relative to glycine control, % at 25 µM;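 active = melting temperature shift of at least 10% of the positive control shift, at one fixed dose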
PfG6PD inh: PfG6PD (Plasmodium falciparum) enzyme inhibition; PfGluPho enzyme, NADPH resazurin-diaphorase fluorescence; inhibition, % at 20 µM; 0.78% of 350,000 active; AID 504690;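 active = inhibition reaching at least a set limit at 20 µM in the primary screen, cut at about 59% in these data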;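 note: 0% = DMSO wells with substrate and 100% = DMSO wells lacking glucose-6-phosphate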
ATG4B inhibitor: blocks human ATG4B protease cleavage of LC3 substrate; Q9Y4P1; ATG4B cleavage of LC3-PLA2, NBD-HPC fluorescence, 1 h; inhibition, % at 8.33 µM; 0.51% of 340,000 active; in the data active = inhibition above about 40%
Target sequence (Q9Y4P1 whole entry, looked up): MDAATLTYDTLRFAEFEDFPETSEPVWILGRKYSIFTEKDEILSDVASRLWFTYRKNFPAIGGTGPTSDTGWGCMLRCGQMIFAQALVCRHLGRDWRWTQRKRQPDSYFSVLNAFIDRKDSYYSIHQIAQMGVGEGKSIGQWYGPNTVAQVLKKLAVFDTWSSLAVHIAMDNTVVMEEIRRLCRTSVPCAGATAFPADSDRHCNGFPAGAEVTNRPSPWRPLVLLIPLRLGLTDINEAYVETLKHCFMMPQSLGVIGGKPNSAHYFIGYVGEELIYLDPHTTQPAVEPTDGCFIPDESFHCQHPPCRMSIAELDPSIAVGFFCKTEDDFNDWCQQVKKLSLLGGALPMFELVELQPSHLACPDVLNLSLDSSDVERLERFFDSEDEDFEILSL
SENP7 block: blocks the human protease SENP7 | 1.5% of 330,000 active | inhibition, % at 5 µM | recombinant SENP7, Z-RLRGG-aminoluciferin luminescence, 40 min;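 active = inhibition above about 50% at the single test dose, limit read from the data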;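 note: plate controls were DMSO with enzyme for no effect and no enzyme buffer wells for full effect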
Target sequence (Q9BQF6 706-1050 limits assumed): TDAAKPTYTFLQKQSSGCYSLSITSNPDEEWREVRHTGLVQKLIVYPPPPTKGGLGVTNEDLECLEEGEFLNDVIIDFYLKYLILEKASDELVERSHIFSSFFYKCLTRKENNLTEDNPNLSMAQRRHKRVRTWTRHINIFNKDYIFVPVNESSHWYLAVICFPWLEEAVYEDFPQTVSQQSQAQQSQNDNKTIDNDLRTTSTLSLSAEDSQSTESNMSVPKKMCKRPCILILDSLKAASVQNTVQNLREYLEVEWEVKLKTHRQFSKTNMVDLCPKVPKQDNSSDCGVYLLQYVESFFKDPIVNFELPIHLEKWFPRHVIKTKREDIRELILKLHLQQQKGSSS
MPTP inh: blocks calcium-induced mitochondrial swelling; isolated mouse mitochondria, Ca2+ swelling absorbance, 30 min; inhibition, % at 10 µM; 1.4% of 360,000 active;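 active = inhibition of 50% or more, scaled per plate between neutral and stimulator controls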;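 note: 0% = DMSO wells given calcium and 100% = 1 mM EGTA wells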
Numbers without * were called inactive; i = inactive; . = no result given.

SMILES	HKDC1 inh	SENP6 inh	SENP8 block	GRIN3A LBD mod	PfG6PD inh	ATG4B inhibitor	SENP7 block	MPTP inh
COc1ccc(C(=O)NCC(c2ccco2)N2CCCC2)cc1S(=O)(=O)N1CCCCC1C (stereo unspecified)	-8	-16	-23	0	6	-1	-11	0.3
O=C(NCCc1ccccn1)c1cncc(Br)c1	3	-5	3	-2	-16	-3	-14	-2.7
Cc1cc(C)n(Cc2ccc(C(=O)NN)o2)n1	-5	-7	3	2	6	-3	4	2.1
CC(=O)Nc1ccc(/C(C)=N/NC(=O)c2ccccc2Cl)cc1	7	1	12	-6	-7	1	0	0.0
Nc1cc(=O)[nH]c(SCC(=O)Nc2cc(S(=O)(=O)N3CCOCC3)ccc2Cl)n1	0	-11	5	-1	-31	10	1	-0.1
CCOc1ccc(CN2CCC(C(=O)Nc3cccc(-c4ccn[nH]4)c3)CC2)cc1Cl	1	-2	-10	1	-10	23	-3	-0.7
COc1ccc(Cl)cc1NC(=O)c1cc(-c2ccc(C)cc2O)n[nH]1	-3	16	-13	12*	-8	2	4	4.8
COCCCNC(=O)c1ccc2c(=O)n(Cc3ccccc3OC)c(=S)[nH]c2c1	-1	-16	39	0	-22	7	-6	0.4
COc1cccc(N(CC(=O)NCCN2CCOCC2)S(=O)(=O)c2ccccc2)c1	-5	-4	7	-1	3	-11	-2	5.0
CC1CCCC1/C(=N/O)c1ccccc1 (stereo unspecified)	2	-14	2	-2	5	0	-5	0.1
Cn1c(Cl)nc2ccccc21	-10	4	35	-2	-7	4	-4	-1.8
CCOC(=O)c1c(-c2cccc([N+](=O)[O-])c2)csc1N	-2	-3	10	-3	30	-4	-8	0.9
Cn1c(/C(C#N)=C/c2ccc(-c3ccc(S(N)(=O)=O)cc3)o2)nc2ccccc21	-6	.	-32	-8	-18	-24	.	1.8
O=C(NCCCN1CCCC1=O)C1CCN(S(=O)(=O)c2ccc(Cl)cc2)CC1	-2	0	5	0	5	2	-6	-0.1
O=C(Cc1c(O)c2ccccc2oc1=O)c1ccc(C(F)(F)F)cc1	-3	9	23	-2	-6	-2	4	3.0
COc1ccc(CN2CCN(C(=O)CC(C)C)CC2)c(OC)c1OC	-6	2	15	1	-1	-2	0	-1.7
COc1cc2c(cc1OC)C1CC(=O)C(CC(C)C)CN1CC2 (stereo unspecified)	8	-21	-70	1	3	-3	3	0.1
CCOC(=O)C(CC)n1cnc2c(oc3ccccc32)c1=O (stereo unspecified)	-3	-2	-3	-1	3	-10	-3	0.3
O=C(NC(NNc1ccc([N+](=O)[O-])cc1)(C(F)(F)F)C(F)(F)F)c1ccccc1Cl	8	-10	28	-3	30	-6	-3	90*
CC(Sc1nnc(-c2ccccc2Br)n1-c1cccc(C(F)(F)F)c1)C(N)=O (stereo unspecified)	-6	-10	0	-1	17	-3	-7	6.2
C[C@]12CCC3c4ccc(O)cc4CCC3C1CC/C2=N\N (stereo partly specified)	-1	-9	19	0	2	-2	0	5.2
COc1ccc([C@@H]2COc3c(ccc4c3C=CC(C)(C)O4)C2)c(OC)c1	2	-8	30	0	-1	1	0	1.0
Cc1ccc(CCNC(=O)C2CC(c3cc(C(F)(F)F)cc(C(F)(F)F)c3)=NO2)cc1 (stereo unspecified)	-1	-3	6	-4	13	-14	13	0.1
O=C(O)c1ccc(/C=C2\SC(=S)N(NC(=O)c3ccccc3[N+](=O)[O-])C2=O)cc1	-3	2	31	-2	-9	3	-12	1.0
CCN1CCN(c2nc(-c3ccccc3)c3ccccc3n2)CC1	-4	-4	-234	-2	27	-2	-2	0.1
Cc1ccc(NC(=O)Nc2ccc(F)cc2F)c(OC(F)F)c1	-5	-19	13	-2	-1	-6	-4	3.2
O=C(NCc1ccc(OC(F)(F)F)cc1)C1CC(c2ccc(C(F)(F)F)cc2)=NO1 (stereo unspecified)	-2	-4	15	-3	18	-7	-1	48
O=C(NC(Cc1c[nH]c2ccccc12)C(=O)O)/C(=C/c1ccco1)NC(=O)c1ccccc1 (stereo unspecified)	-2	14	-2	5	-15	-9	5	-1.0
CC(=O)N1N=C(c2ccco2)CC1c1ccc(Br)cc1 (stereo unspecified)	-7	-27	-9	-1	-5	-3	-3	0.1
CC1=NNC(=O)/C1=C\c1cn(-c2ccccc2)nc1-c1ccc(Cl)cc1	37*	-16	8	9	-2	11	-1	-4.8
Cc1cc(N)n(-c2ccc(C(=O)O)cc2)n1	-6	-20	2	-2	-12	5	3	-8.3
O=S(=O)(Nc1nccs1)c1ccc(NCc2cc(Br)cc(Br)c2O)cc1	13	9	11	8	-22	20	0	4.2
CC(=O)OCC1=C(C(=O)O)N2C(=O)[C@@H](NC(=O)Cc3cccs3)[C@H]2SC1	3	9	-13	-4	7	-5	-2	-2.0
Cc1ccc(C(=O)N2CC(=O)NC(=O)C2)cc1	-5	-3	22	0	3	3	-5	0.7
c1ccc(CSc2nnc3ccc(-c4ccncc4)nn23)cc1	-8	-6	29	-1	-4	-3	-11	0.6
CN=C(N)NCCC[C@H](N)C(=O)O	-6	-14	-2	2	-9	3	7	-2.5
COc1ccc(NC(=O)Cn2nnc(-c3ccccc3NC(=O)C3CC3)n2)cc1	2	0	11	-9	-4	0	-2	0.6
CCCOc1ccc(OCCCCNC(C)CC)cc1 (stereo unspecified)	2	-10	12	2	8	-10	4	0.1
COc1cccc(C2c3[nH]c4ccccc4c3CCN2C(=O)c2ccccc2F)c1OC (stereo unspecified)	-2	-3	1	-5	3	-5	14	1.8
COC(=O)CSc1nnc(-c2ccc(S(=O)(=O)N3CCC(C)CC3)cc2)o1	3	-3	13	1	-21	-3	-4	1.6

Three structures from above, ordered by molecular weight, low to high.
SMILES	HKDC1 inh	SENP6 inh	SENP8 block	GRIN3A LBD mod	PfG6PD inh	ATG4B inhibitor	SENP7 block	MPTP inh
CN=C(N)NCCC[C@H](N)C(=O)O	-6	-14	-2	2	-9	3	7	-2.5
COc1ccc(NC(=O)Cn2nnc(-c3ccccc3NC(=O)C3CC3)n2)cc1	2	0	11	-9	-4	0	-2	0.6
COc1cccc(C2c3[nH]c4ccccc4c3CCN2C(=O)c2ccccc2F)c1OC (stereo unspecified)	-2	-3	1	-5	3	-5	14	1.8

A different layout for 4 compounds above:
Results follow in this order: HKDC1 inh	SENP6 inh	SENP8 block	GRIN3A LBD mod	PfG6PD inh	ATG4B inhibitor	SENP7 block	MPTP inh
COc1ccc(NC(=O)Cn2nnc(-c3ccccc3NC(=O)C3CC3)n2)cc1
→ 2	0	11	-9	-4	0	-2	0.6
CCCOc1ccc(OCCCCNC(C)CC)cc1 (stereo unspecified)
→ 2	-10	12	2	8	-10	4	0.1
COc1cccc(C2c3[nH]c4ccccc4c3CCN2C(=O)c2ccccc2F)c1OC (stereo unspecified)
→ -2	-3	1	-5	3	-5	14	1.8
COC(=O)CSc1nnc(-c2ccc(S(=O)(=O)N3CCC(C)CC3)cc2)o1
→ 3	-3	13	1	-21	-3	-4	1.6

(further entries)
SMILES	HKDC1 inh	SENP6 inh	SENP8 block	GRIN3A LBD mod	PfG6PD inh	ATG4B inhibitor	SENP7 block	MPTP inh
Cc1c(Cl)cccc1Nc1nc(N)nc(CN2CCc3ccccc3C2)n1	1	14	19	-2	-3	-6	8	-2.0
CCn1c2ccccc2c2cc(/C=N/n3cn[nH]c3=S)ccc21	4	-18	-298	-9	63*	-5	-5	5.7
COc1ccc(CN2CC(=O)N3[C@H]4c5cc(C)ccc5OC[C@@H]4[C@H](c4ccccc4)[C@]3(C)C2=O)cc1	-1	-5	8	0	8	-7	3	-1.7
CS(=O)(=O)N(CC(=O)Nc1cccc(F)c1)c1cccc([N+](=O)[O-])c1	-6	-3	20	-7	-6	-8	-3	4.2
CC1CCC2(CC1)NC(=O)N(CC(=O)Nc1ccccc1-c1ccccc1)C2=O (stereo unspecified)	-3	21	15	-1	3	9	4	1.6
O=C(c1ccc(CS(=O)Cc2ccccc2Cl)o1)N1CCN(C2CCCCC2)CC1 (stereo unspecified)	-4	-4	21	3	-6	-6	0	-0.4
COCCCn1cnc2c(c1=O)c1nc3ccccc3nc1n2-c1ccc(C)cc1	5	-6	i	1	-8	-6	-11	-1.4
C=CC[C@H](CC(=O)N(CCO)Cc1ccccc1)C(=O)NCCOC(=O)[C@@H](CC=C)Cc1ccc(F)cc1	0	-9	14	-2	5	-14	-2	1.5
CN(C)C(CNc1ncnc2sccc12)c1ccccc1 (stereo unspecified)	-6	-9	-7	-1	-2	-4	2	-1.8
Cc1cc(-c2nnc(CCC(=O)NCc3cccc(C(F)(F)F)c3)o2)no1	-4	0	8	1	-2	0	-16	-1.1
O=C(CCC(=O)Nc1ccccc1)NNC(=O)C(c1ccccc1)c1ccccc1	-10	1	6	-2	-6	0	5	1.1
CC(=O)Nc1ccc(NC(=O)CCCNC(=O)c2ccc(Cl)cc2)cc1	-5	-30	7	1	-15	-22	-4	-2.6
CCOc1ccc(C(=O)Nc2ccc(-c3cc4ccccc4oc3=O)c(C)c2)cc1[N+](=O)[O-]	-4	-31	-378	9	-21	-5	-3	4.3
CCOC(=O)c1ccc(NC(=O)c2nc[nH]c2C(=O)NCCNC(=O)c2[nH]cnc2C(=O)Nc2ccc(C(=O)OCC)cc2)cc1	1	0	-10	15*	-14	-8	-6	4.7
CCOc1cc(NC(=S)NCCCN2CCOCC2)c(OCC)cc1NC(=O)c1ccccc1C	-5	-8	14	1	-8	-11	-7	0.3
COCc1[nH][nH]c(=O)c1C=Nc1ccc(Oc2ccccc2)cc1	0	-2	30	1	28	-9	13	19
CCOc1ccc2nc(SCC(=O)Nc3cc(C)on3)c(C)cc2c1	-7	10	10	1	-5	2	-6	1.2
COc1ccccc1CN(Cc1cc2c(C)ccc(C)c2[nH]c1=O)Cc1nnnn1Cc1ccco1	-3	-50	-57	4	22	-12	-9	-2.6
CCN(CC)CC(O)CNc1ccnc2c(Cl)ccc(Cl)c12 (stereo unspecified)	-2	.	8	-1	-7	-2	.	-1.9
CC(=O)c1ccc(S(=O)(=O)N2CCN(C(=O)CSc3ccc(C)c(C)c3)CC2)cc1	6	-14	5	2	4	0	-2	-1.1
Cc1nc(SCC(=O)NC(C)(C)C)c2c(-c3cccs3)csc2n1	5	-5	10	-4	-34	-5	0	3.3
c1ccc(COc2ccccc2CNc2nn[nH]n2)cc1	-7	-2	16	2	0	-2	1	2.2
COc1ccc([C@H]2CC(=O)C=C(c3cc(C=O)ccc3OC)C2)cc1OC	3	11	8	0	10	-3	7	-1.0
